D1 PAM: Potentiators of Human D1 Dopamine Receptor: qHTS; potentiation, % at 10 µM; 0.036% of 360,000 active; HEK293 TREx D1 cells, calcium flux, dopamine EC20 potentiation; AID 504651, 2011; D(1A) dopamine receptor (Homo sapiens), P21728; in the data active = potentiation above about 30%; also: 0% is about no effect
RXFP1 antag: qHTS Assay for Antagonists of the Relaxin Receptor RXFP1 | Relaxin receptor 1 (Homo sapiens), Q9HBX9 | HEK293-RXFP1, relaxin-stimulated cAMP HTRF, 30 min; hits give low values | activity change, negative = inhibition, % at 57.5 µM | 0.59% of 350,000 active | AID 1259400, 2018;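 active = activity change of -60% or lower, but not beyond a set lower limit; inconclusive = change between -60% and -40%, or beyond the set limit; inactive = change above -40%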; also: % is scaled to controls: 0 for no effect and ±100 for the full control effect
TRHR PAM: qHTS for Small Molecule Agonists and Allosteric Enhancers of Human TRH Receptor: Primary Screen for Enhancers; TRHR cells, fluo-8 calcium fluorescence, EC20 TRH enhancement; enhancement, % at 2 µM; 0.66% of 360,000 active; in the data active = enhancement above about 30%; also: 0% is about no effect
Target sequence (P34981 whole entry, looked up): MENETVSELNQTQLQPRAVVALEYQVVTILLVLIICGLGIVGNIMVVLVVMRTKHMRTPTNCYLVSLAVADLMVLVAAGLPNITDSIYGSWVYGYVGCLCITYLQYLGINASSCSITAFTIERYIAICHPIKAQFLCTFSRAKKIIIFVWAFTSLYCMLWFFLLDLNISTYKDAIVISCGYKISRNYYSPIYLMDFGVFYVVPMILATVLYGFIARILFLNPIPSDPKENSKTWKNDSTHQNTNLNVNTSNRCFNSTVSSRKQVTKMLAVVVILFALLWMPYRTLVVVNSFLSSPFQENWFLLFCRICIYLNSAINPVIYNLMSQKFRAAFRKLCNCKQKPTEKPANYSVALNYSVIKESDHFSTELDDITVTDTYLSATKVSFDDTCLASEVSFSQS
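Enhancer read-out: after compound pinning and an initial kinetic agonist-mode read, an EC20 of TRH (10 nM final) was injected and fluo-8 calcium signal (Ex 480/Em 530) followed at 1 s/cycle for 100 cycles in TRHR-expressing cells.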
D2 agonist: HTS Assay for Allosteric Agonists of the Human D2 Dopamine Receptor: Primary Screen for Agonists; HEK293 T-REx D2 cells, calcium flux agonist mode; activation, % at 2 µM; 0.53% of 340,000 active;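 active = activation over 3 SD above normal in the single-dose calcium agonist read, cut at about 30% in these data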; also: 0% is about no effect
Target sequence (P14416 whole entry, looked up): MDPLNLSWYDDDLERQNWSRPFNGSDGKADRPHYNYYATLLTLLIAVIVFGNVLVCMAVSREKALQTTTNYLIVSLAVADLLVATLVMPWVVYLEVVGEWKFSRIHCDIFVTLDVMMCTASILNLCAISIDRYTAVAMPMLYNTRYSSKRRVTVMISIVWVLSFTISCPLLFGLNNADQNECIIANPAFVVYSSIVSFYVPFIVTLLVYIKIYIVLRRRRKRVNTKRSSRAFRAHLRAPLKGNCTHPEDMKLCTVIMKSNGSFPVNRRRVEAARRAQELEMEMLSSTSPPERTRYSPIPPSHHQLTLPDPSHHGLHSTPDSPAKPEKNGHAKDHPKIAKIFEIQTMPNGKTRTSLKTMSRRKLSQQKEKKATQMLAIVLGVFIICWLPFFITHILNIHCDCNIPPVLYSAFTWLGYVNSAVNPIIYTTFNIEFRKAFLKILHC
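Agonism is scored from calcium flux in a force-coupled, inducible HEK293 cell line expressing D2, read kinetically for 180 s after compound addition against dopamine controls.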
D2 antagonist: HTS Assay for Allosteric Antagonists of the Human D2 Dopamine Receptor: Primary Screen for Antagonists | D(2) dopamine receptor (Homo sapiens), P14416 | HEK293 TREx D2 cells, calcium flux, dopamine EC80 | inhibition, % at 10 µM | 2% of 340,000 active; in the data active = inhibition above about 30%; also: 0% is about no effect
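Overnight-induced (tetracycline, 30 C) HEK293 T-REx cells carrying force-coupled D2 receive a no-wash calcium dye, then compound, then EC80 dopamine at 180 s; signals are read kinetically throughout.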
D2 potentiator: HTS Assay for Positive Allosteric Modulators of the Human D2 Dopamine Receptor: Primary Screen for Potentiators; D(2) dopamine receptor (Homo sapiens), P14416; HEK293 T-REx D2, calcium flux, EC20 dopamine potentiation; AID 485347, 2010; 0.34% of 340,000 active; potentiation, % at 10 µM;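 active = potentiation over 3 SD above the plate norm, cut at about 30% in these data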; also: 0% is about no effect
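Tetracycline-induced Hek293 Trex D2 cells, force-coupled to calcium, loaded with no-wash calcium dye. Compound added with 180 s kinetic read for agonism, then EC20 dopamine and a further 180 s read for potentiation.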
D1 ag: Allosteric Agonists of the Human D1 Dopamine Receptor: qHTS. AID 504660, 2011. activation, % at 2 µM. 1% of 360,000 active. D(1A) dopamine receptor (Homo sapiens), P21728. HEK293 T-REx D1 cells, calcium flux, agonist mode; also: 0% is about no effect
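Inducible HEK293 T-REx D1 cells, force-coupled to calcium signalling, were plated at 4000 cells/well with tetracycline and held overnight at 30 C. After no-wash calcium dye loading, compound-evoked calcium rise over 180 s flagged agonists.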
D1 antag: Antagonist of Human D 1 Dopamine Receptor: qHTS. activity change, negative = inhibition, % at 10 µM. D(1A) dopamine receptor (Homo sapiens), P21728. HEK293 TREx D1 cells, calcium flux, dopamine EC80; hits give low values. 3.2% of 360,000 active; in the data active = activity change below about -30%; also: % is scaled to controls: 0 for no effect and ±100 for the full control effect
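HEK293 T-REx cells expressing inducible, force-coupled D1 receptor; no-wash Ca dye, 30–90 min RT. Cmpd → 180 s read at 1 Hz → EC80 DA → 180 s read.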
TRHR ag: qHTS for Small Molecule Agonists and Allosteric Enhancers of Human TRH Receptor: Primary Screen for Agonists; TRHR cells, calcium flux fluo-8, FDSS agonist mode; activation, % at 2 µM; 0.18% of 360,000 active; also: 0% is about no effect
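TRHR-expressing cells, plated overnight in medium with 10% serum, were loaded with fluo-8 calcium dye at room temperature. After a 10 s baseline, library compound was pin-added and calcium release was recorded kinetically (ex 480/em 530) as agonist response.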
Starred values were filed as active, the others as inactive; ? = inconclusive; . = no result given. Rule as the data show it, unless noted: active = activation above about 30%; inactive = the rest.

SMILES | D1 PAM | RXFP1 antag | TRHR PAM | D2 agonist | D2 antagonist | D2 potentiator | D1 ag | D1 antag | TRHR ag
CCCNC(=O)c1cc2n(n1)CCCN(Cc1ccc(C)cc1)C2=O | 0 | -1 | -1 | 1.6 | . | 1 | -1 | -1 | -1.2
O=C(NCc1nnc(SCC(=O)N2CCCC2)o1)c1ccccc1F | -3 | -16 | -2 | -0.1 | 12 | 2 | 0 | -8 | 1.6
COc1ccc(OCc2cc(C(=O)N3C[C@@H](C)O[C@@H](C)C3)no2)c(Cl)c1 | -5 | -4 | -6 | . | . | . | 11 | 3 | -0.2
O=C(Nc1ccccc1)c1ccc(S(=O)(=O)N2CCCC2)cc1 | 0 | -3 | -3 | 0.3 | -11 | 2 | 1 | -1 | 1.0
Cc1c(Cl)cccc1NC(=S)NC(=O)CCN1C(=O)c2ccccc2C1=O | -2 | 13 | -1 | 0.1 | 6 | -7 | 1 | 5 | -0.2
O=c1[nH]cnc2sc3c(c12)CN(Cc1ccccc1)CC3 | 0 | 2 | -5 | 78* | 74* | -22 | -1 | -3 | 0.8
CC(C)Nc1nc(NC(N)=S)nc(NC(C)(C)C)n1 | -1 | ? | 1 | 0.0 | 3 | 2 | 4 | 7 | 0.3
CCCSc1nc2sc3c(c2c(=O)n1CC)CC(C)(C)OC3 | 1 | -23 | 1 | 0.8 | 5 | 9 | 0 | -9 | -0.1
Nc1ccccc1C#CCCCCO | -4 | . | 1 | 0.6 | 12 | -4 | -1 | 19 | 0.5
COc1ccc(NC(=O)Cn2c(=O)n(Cc3nc(C)no3)c(=O)c3cc4c(cc32)OCO4)cc1OC | 1 | -23 | 2 | 0.7 | . | -3 | -1 | 18 | 0.0
COc1ccccc1C1=Nc2cccc3cccc(c23)N1 | 1 | -18 | 3 | -0.2 | 3 | -8 | -2 | -5 | 0.7
Cc1cc(=O)oc2c(C)c(OCC(=O)NCC3CCC(C(=O)O)CC3)ccc12 (stereo not drawn) | 4 | . | 4 | -0.1 | 10 | 6 | 1 | -8 | 0.3
CC(=O)NCC(=O)OCC(=O)N1c2ccccc2Sc2ccccc21 | 3 | 10 | -6 | 0.8 | 10 | -2 | 2 | 2 | 0.8
Cn1nc(NC(=O)C(C)(C)C)c2c(F)cccc21 | 10 | 2 | 4 | 0.3 | -10 | -8 | 2 | 9 | -0.6
O=C(O)COc1ccccc1/C=N/NC(=O)CSc1nnc(SCc2cccc3ccccc23)s1 | -1 | ? | 5 | -1.3 | 3 | 2 | 35* | -2 | -0.6

Laid out differently: entries from further up
Every second line gives: D1 PAM	RXFP1 antag	TRHR PAM	D2 agonist	D2 antagonist	D2 potentiator	D1 ag	D1 antag	TRHR ag
- CCCSc1nc2sc3c(c2c(=O)n1CC)CC(C)(C)OC3
  1	-23	1	0.8	5	9	0	-9	-0.1
- Nc1ccccc1C#CCCCCO
  -4	.	1	0.6	12	-4	-1	19	0.5
- COc1ccc(NC(=O)Cn2c(=O)n(Cc3nc(C)no3)c(=O)c3cc4c(cc32)OCO4)cc1OC
  1	-23	2	0.7	.	-3	-1	18	0.0
- COc1ccccc1C1=Nc2cccc3cccc(c23)N1
  1	-18	3	-0.2	3	-8	-2	-5	0.7
- Cc1cc(=O)oc2c(C)c(OCC(=O)NCC3CCC(C(=O)O)CC3)ccc12 (stereo not drawn)
  4	.	4	-0.1	10	6	1	-8	0.3
- CC(=O)NCC(=O)OCC(=O)N1c2ccccc2Sc2ccccc21
  3	10	-6	0.8	10	-2	2	2	0.8
- Cn1nc(NC(=O)C(C)(C)C)c2c(F)cccc21
  10	2	4	0.3	-10	-8	2	9	-0.6
- O=C(O)COc1ccccc1/C=N/NC(=O)CSc1nnc(SCc2cccc3ccccc23)s1
  -1	?	5	-1.3	3	2	35*	-2	-0.6

(cont.)
SMILES | D1 PAM | RXFP1 antag | TRHR PAM | D2 agonist | D2 antagonist | D2 potentiator | D1 ag | D1 antag | TRHR ag
Cc1cn(S(=O)(=O)c2ccc(Br)c3ccccc23)cn1 | 4 | . | 28 | 0.3 | 2 | -8 | 3 | 22 | -0.2
CCCCN(C(=O)C1=CC=CN2CCS(=O)(=O)N=C12)c1ccccc1 | 14 | -10 | -1 | -0.3 | 10 | -1 | 13 | 5 | -0.9
CCOc1cc(C=O)cc(Br)c1OCC(=O)NCCc1ccccc1 | 2 | -15 | 1 | -0.6 | -14 | 7 | -2 | . | 0.9
NS(=O)(=O)c1cccc(NC(=O)CN2CCN(Cc3ccc4c(c3)OCO4)CC2)c1 | 1 | 20 | 0 | . | . | -9 | 1 | -8 | 0.4
COc1ccc(N2C(=O)/C(=C\c3ccco3)N=C2SCC(=O)N(C(C)C)C(C)C)cc1Cl | -8 | . | -8 | -0.4 | -6 | 1 | 6 | 3 | 0.0
COc1ccccc1N=c1scc(-c2ccc(S(=O)(=O)N3CCCC3)cc2)n1C | -1 | -20 | -3 | 0.0 | . | 5 | 21 | -34* | -0.2
CCCCCC1CC(/C(C)=N/NC(N)=O)OC1=O (stereo not drawn) | -2 | -5 | 1 | 0.6 | -4 | 2 | 0 | -8 | 0.3
CN(c1cccc(NC(=O)CN(c2ccc(C34CC5CC(CC(C5)C3)C4)cc2)S(C)(=O)=O)c1)S(C)(=O)=O | -1 | -4 | 1 | 0.6 | 26 | 2 | 6 | 17 | 0.5
O=C(NCc1ccccc1)C(=O)NCC1OCCN1C(=O)c1cccs1 (stereo not drawn) | -3 | 9 | -4 | 0.5 | 0 | 0 | -1 | 12 | -0.9
c1coc(CNc2ncnc3c2oc2ccccc23)c1 | 2 | 11 | 1 | 0.0 | -4 | 6 | 7 | -11 | -0.4
COc1ccc(C)cc1NC(=O)c1nnn(Cc2cccc(F)c2)c1N | -1 | -6 | -1 | 2.6 | -3 | 2 | -2 | 19 | 5.5
Cc1ccccc1C(C(=O)NCc1ccccc1)N(Cc1ccco1)C(=O)c1ccccn1 (stereo not drawn) | -1 | 11 | -29 | 0.4 | 5 | -5 | 1 | 2 | 0.6
Cc1ccc(-c2nc3ccccn3c2Nc2ccc3c(c2)OCO3)o1 | 2 | 28 | -2 | . | . | -5 | 3 | -23 | -0.7
Cc1ccc(NC(=O)CN2C(=O)/C(=C3\SC(=S)N(C4CCS(=O)(=O)C4)C3=O)c3ccccc32)cc1 (stereo not drawn) | 5 | -2 | -9 | -0.1 | -7 | -4 | 2 | -15 | -0.3
O=C(COC(=O)c1ccccc1C(=O)c1ccccc1)NCCc1ccc(Cl)cc1Cl | -3 | -15 | -4 | 1.5 | 13 | 15 | 8 | 2 | 0.4
COc1cccc(C(=O)NOCc2ccc(C)cc2)c1OC | -4 | 5 | 2 | . | . | . | 3 | -8 | 0.1
COc1ccc(-c2nc(S(=O)(=O)c3ccc(C)cc3)c(NCc3ccccc3)o2)cc1 | 0 | -4 | -2 | -0.7 | . | 1 | 2 | 3 | 0.4
O=C(COC(=O)CN1C(=O)C2CCCCC2C1=O)NC1CCS(=O)(=O)C1 (stereo not drawn) | -3 | 1 | -3 | 1.3 | 5 | -1 | 2 | -4 | 0.7
CN(C)c1ccc(C(=S)Nc2ccccc2)cc1 | -1 | -22 | 2 | -0.1 | 4 | 5 | 1 | 5 | -0.1
CCCCN(CCCC)S(=O)(=O)c1ccc(NC(=O)c2cccs2)cc1 | 1 | 3 | 3 | 0.7 | -9 | -4 | 9 | -12 | 0.9
CCC(=O)N1CCN(c2ccccc2NC(=O)c2cccs2)CC1 | 2 | 4 | 3 | -0.4 | -9 | 9 | 4 | -3 | 0.4
O=C(NCc1ccccc1)c1ccc2nccnc2c1 | 4 | 1 | 8 | -0.8 | -9 | 14 | 1 | -10 | 0.4
CN(c1nc2c(c(=O)n(C)c(=O)n2C)n1CC(=O)c1ccccc1)C1CCCCC1 | 2 | -5 | 8 | 0.9 | -4 | -6 | 2 | -2 | 1.4
O=S(=O)(NCc1ccccn1)C(F)(F)F | -3 | . | 4 | -0.9 | 3 | 7 | 4 | -3 | 0.3
O=C(Nc1ccccn1)c1cc2ccccc2o1 | -4 | -1 | 2 | 0.6 | 3 | 6 | 2 | 5 | -0.1
Cc1ccc(-n2ncc3c(=O)n(CC(=O)NC4CCCCC4)cnc32)cc1 | -9 | 3 | 4 | 0.3 | -10 | 5 | 0 | -1 | -0.3
O=C1N/C(=C/c2cccs2)C(=O)N1Cc1ccccc1F | -3 | -2 | -5 | 0.0 | 3 | 19 | 3 | -5 | 1.0
CCOC(=O)N1CCN(CC(=O)c2ccc3c(c2)CCN3C(C)=O)CC1 | -2 | 4 | 1 | 1.7 | -5 | 12 | 0 | -1 | -0.1
CCOC(=O)COc1ccc(S(=O)(=O)N2CCN(c3ccc(OC)cc3)CC2)cc1 | -6 | -14 | 7 | 1.3 | -5 | 2 | 0 | -3 | -1.0
O=C(Nc1cccc([N+](=O)[O-])c1)c1ccc2nsnc2c1 | -5 | 2 | 7 | 1.0 | 8 | -7 | 5 | 11 | -0.3
CCN(CC)c1nc2c(c(=O)[nH]c(=O)n2C)n1Cc1ccccc1 | -7 | -5 | -1 | -0.4 | -8 | 10 | -1 | 14 | 0.2
Cc1ccc(-n2c(SCC3CNC(=O)O3)nnc2-c2ccccc2)cc1C (stereo not drawn) | -7 | . | 15 | -0.6 | 8 | 13 | 1 | 9 | -0.4
Cc1cc(/C=C(\C#N)c2nc3ccccc3[nH]2)c(C)n1C | -2 | . | 7 | 1.2 | 0 | -4 | 6 | 7 | 1.1
O=C(CN1CCN(Cc2cccc(Cl)c2)C1=O)NCc1cccs1 | -2 | 2 | 0 | 0.2 | -4 | . | 0 | -3 | -0.4
CCOC(=O)N1CCC(NC(=O)CC2C(=O)NCCN2Cc2cccc(F)c2F)CC1 (stereo not drawn) | -1 | -9 | 8 | -0.1 | -2 | 8 | 0 | -3 | 0.2
Cc1cccc(Nc2nc(-c3ccc(O)cc3O)cs2)n1 | -7 | -79* | 14 | 0.4 | 1 | -1 | 5 | 0 | -0.8
CCC(NC(=O)c1ccccc1NC(=O)c1ccco1)C(=O)NC1CCCCC1 (stereo not drawn) | 5 | . | 1 | 0.1 | 13 | -2 | 2 | 14 | 0.2
Cn1ncc2c(Nc3ccccc3Cl)nc(Nc3ccccc3Cl)nc21 | 0 | -14 | 17 | 2.5 | -6 | 10 | 5 | 28 | 0.6

Source: PubChem BioAssay (National Center for Advancing Translational Sciences (NCATS))
